# Source: PubChem
# E coli growth = counter-screen for AddAB inhibitors: E. coli growth inhibition. E. coli V3065 growth, OD600 absorbance, 18 h. inhibition, % at 11.9 µM. actives 0.27% (n = 330,000). AID 449728;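 active means inhibition above the campaign's mean inhibition across all tested compounds plus 3 SD, cut at about 9.9% in these data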;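 further: uninfected addAB+ strain grown without phage in ampicillin broth; 0% = DMSO wells and 100% = ciprofloxacin 0.95 µg/ml wells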
# AddAB inh = less growth of phage-infected E. coli with AddAB; E. coli expressing H. pylori AddAB, absorbance growth; inhibition, % at 11.9 µM; actives 0.29% (n = 330,000); in the data active means inhibition above about 12%;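 further: 0% = vehicle wells of infected cells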
# phage Ecoli inh = E. coli growth loss with phage present. growth absorbance. actives 0.26% (n = 360,000). inhibition, % at 11.9 µM; in the data active means inhibition above about 11%
# MOR-DOR inv ag = mu-delta opioid heterodimer inverse agonism. inhibition, % at 9.3 µM. actives 0.21% (n = 340,000). cell-based MOR-DOR heterodimer luminescence. P35372+P41143; in the data active means inhibition above about 22%, passing the limit was not always enough;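 further: 0% = cells with DMSO and 100% = wells without cells with DMSO; values of inactives mirror those of a sister screen read the other way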
# Target sequence (P35372 whole entry, looked up): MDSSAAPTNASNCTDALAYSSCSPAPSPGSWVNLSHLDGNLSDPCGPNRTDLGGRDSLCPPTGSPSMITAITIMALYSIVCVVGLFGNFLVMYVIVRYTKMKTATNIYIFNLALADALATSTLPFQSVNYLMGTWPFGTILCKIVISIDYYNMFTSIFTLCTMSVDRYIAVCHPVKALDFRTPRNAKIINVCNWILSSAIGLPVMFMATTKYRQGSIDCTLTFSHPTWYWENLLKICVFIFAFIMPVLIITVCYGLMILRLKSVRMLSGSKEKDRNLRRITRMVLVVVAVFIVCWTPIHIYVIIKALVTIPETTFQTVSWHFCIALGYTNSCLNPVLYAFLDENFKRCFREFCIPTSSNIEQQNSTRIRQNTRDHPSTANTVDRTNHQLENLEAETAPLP
# Target sequence (P41143 whole entry, looked up): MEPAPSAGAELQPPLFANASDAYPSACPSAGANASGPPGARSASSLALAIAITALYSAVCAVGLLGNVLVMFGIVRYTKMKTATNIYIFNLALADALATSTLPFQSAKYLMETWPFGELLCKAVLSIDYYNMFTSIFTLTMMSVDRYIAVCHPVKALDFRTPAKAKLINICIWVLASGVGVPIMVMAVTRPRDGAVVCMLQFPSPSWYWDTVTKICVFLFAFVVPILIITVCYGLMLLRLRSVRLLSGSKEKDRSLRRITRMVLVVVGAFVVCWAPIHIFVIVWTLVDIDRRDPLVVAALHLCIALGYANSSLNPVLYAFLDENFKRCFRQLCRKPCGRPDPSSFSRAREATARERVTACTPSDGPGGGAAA
# DSG3 Ab inh = blocks pemphigus antibody binding to human desmoglein-3; DSG3-coupled beads, scFv-anti-DSG3-GFP binding, flow cytometry; stronger effect = lower value; binding (percent of control), % at 10 µM; actives 0.48% (n = 310,000);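 active means binding more than 3 SD below its plate's average and above zero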;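 further: hits lower antibody fragment binding to DSG3; some compounds called inactive have numbers as strong as hits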
# PKA-R1A act = activators of PKA-R1A complex. activation, % at 11.4 µM. P00514+P68181. AID 504707. PKA-R1A dissociation, Cy5-IP20 fluorescence polarization; scaled: DMSO 0%, 113 µM cGMP 100%. actives 0.083% (n = 340,000);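 active means percent activation above the mean of all tested compounds plus 3 SD, cut at about 19% in these data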;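 further: higher means more PKAc released from R1A so a rise in polarization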
# SUMO Mot1 rescue = SUMOylation pathway inhibition by Mot1-301 growth rescue. S. cerevisiae Mot1-301 growth rescue, ATP luminescence, 38.5C; percent above DMSO median, 100 means doubled. growth rescue, % at 18.8 µM. actives 1% (n = 320,000). AID 2716;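 active means every valid replicate shows activation above 250% relative to neutral control wells; inactive means the rest, any valid replicate at or below 250%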;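 further: OY570 slx delta 5 strain wells were the positive control but not used for scaling; some compounds called inactive have numbers as strong as hits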
# Arr AP2 block = blocks beta-arrestin peptide binding to AP2 adaptin | AID 504490 | FITC-arrestin peptide / GST-AP2 beads, flow cytometry; AP2 beta2 appendage carries R879A mutation | actives 0.31% (n = 340,000) | inhibition, % at 10 µM;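 active means inhibition above a set limit, near 3 SD of compounds lacking own fluorescence, cut at about 54% in these data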;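 further: plate controls were DMSO wells for no effect and 5 µM unlabelled arrestin peptide for full effect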
#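 System: GST-AP2 R879A glutathione beads; medium: PBS, Tween 20 0.05%, BSA 0.1%; reagent: fluorescein-tagged arrestin peptide at 50 nM final; schedule: pre-incubation 12 min, peptide binding 1 h, room temperature; detection: flow cytometry, FL1 (488/535 nm); read-out: inhibition as reduced fluorescein signal on beads, percent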
# Tat export inh = blocks Tat-dependent protein export in E. coli; inhibition, % at 10 µM; actives 0.036% (n = 340,000); AID 488895; E. coli MC4100 TorA-mCherry Tat export, fluorescence;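 active means mean replicate inhibition at least 50% and at least half of replicates individually reaching 50%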;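 further: exported cargo escapes ClpAP degradation while cytoplasmic cargo is degraded and loses fluorescence; 0% = median of neutral control wells and 100% = median of NaSCN control wells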
# PfHsp90 set2 = reduces growth (ATP signal) of yeast expressing P. falciparum Hsp90; S. cerevisiae expressing PfHsp90, BacTiter-Glo ATP, 48 h; yeast lacking PDR1 and PDR3 efflux regulators; inhibition, % at 9.4 µM; actives 0.32% (n = 310,000); AID 504621;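 active means every replicate shows inhibition above about 80%, whatever the replicate mean, limit read from the data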;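 further: 0% = DMSO neutral controls and 100% = 20 µM radicicol positive controls; yeast relying on Plasmodium falciparum Hsp90 in place of its own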
# OPRM1-OPRD1 ag = OPRM1-OPRD1 heterodimerization agonism. P35372+P41143. cells, luminescence. activation, % at 9.3 µM. actives 0.3% (n = 340,000). AID 504326; in the data active means activation above about 18%;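 further: 0% = vehicle-treated cells and 100% = reference agonist; values of inactives mirror those of a sister screen read the other way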
# Starred values were filed as active, the others as inactive; · = no result given.
SMILES,E coli growth,AddAB inh,phage Ecoli inh,MOR-DOR inv ag,DSG3 Ab inh,PKA-R1A act,SUMO Mot1 rescue,Arr AP2 block,Tat export inh,PfHsp90 set2,OPRM1-OPRD1 ag
COc1cc([N+](=O)[O-])ccc1NC(=O)CCN1C(=O)C2C3CCC(C3)C2C1=O (stereo unspecified),-1.4,-1.5,4.0,10,106,-3,-9,10,-2,-7,-1.9
COc1ccc(N2CCN(CCNC(=O)CCCn3c(=O)[nH]c4cc(Cl)ccc4c3=O)CC2)cc1,0.4,5.3,3.2,7,98,4,0,1,-1,-8,-1.5
O=c1oc(-c2ccccc2NS(=O)(=O)c2ccc(F)cc2)nc2ccccc12,1.5,3.8,2.2,0,110,3,-17,20,-2,-16,0.0
COc1cccc(NC(=O)CN(C)C(=O)c2ccc3c(c2)C(=O)N(CCC(C)C)C3=O)c1,-2.4,1.3,2.1,0,100,-5,-8,41,8,·,-0.1
COc1ccc2c(C)c(C)c(=O)oc2c1OC,2.2,-0.4,2.2,-10,100,13,-15,-6,-8,-17,2.2
O=C(OCC#CCSc1nnc(-c2ccncc2)o1)c1sc2ccccc2c1Cl,·,·,1.3,13,106,-8,·,1,7,15,-2.2
O=C(O)c1ccc(-c2nc(-c3ccc(Cl)c(Cl)c3)cs2)cc1,3.4,2.8,·,4,89,1,-4,-3,-11,3,-0.6
COc1ccccc1NC(=O)c1c(C)nn(-c2ccccc2)c1Cl,-1.3,-1.3,2.3,-7,105,2,4,4,-3,-2,1.5
O=C(NCC1CCCO1)c1cccc(Oc2ccccc2)c1 (stereo unspecified),-9.9,2.2,2.4,9,101,4,1,-3,3,13,-1.6
Clc1nc(NCCN2CCOCC2)nc(NCc2ccccc2)n1,1.9,0.8,2.0,8,84,-1,333,22,-10,12,-1.3
COc1cc(CNC(=O)c2cc(C(=O)NCc3cc(OC)cc(OC)c3)n(C)n2)cc(OC)c1,·,·,1.6,-5,104,-4,·,-13,1,-2,0.7
CCNC(=O)C(=O)Nc1cc2c3c(c1)CCC(=O)N3CCC2,-1.4,2.7,1.7,14,103,-10,-14,-7,7,-14,-2.8

# Retrieved by compound from above:
SMILES,E coli growth,AddAB inh,phage Ecoli inh,MOR-DOR inv ag,DSG3 Ab inh,PKA-R1A act,SUMO Mot1 rescue,Arr AP2 block,Tat export inh,PfHsp90 set2,OPRM1-OPRD1 ag
COc1ccc2c(C)c(C)c(=O)oc2c1OC,2.2,-0.4,2.2,-10,100,13,-15,-6,-8,-17,2.2
Clc1nc(NCCN2CCOCC2)nc(NCc2ccccc2)n1,1.9,0.8,2.0,8,84,-1,333,22,-10,12,-1.3

# The list goes on.
SMILES,E coli growth,AddAB inh,phage Ecoli inh,MOR-DOR inv ag,DSG3 Ab inh,PKA-R1A act,SUMO Mot1 rescue,Arr AP2 block,Tat export inh,PfHsp90 set2,OPRM1-OPRD1 ag
CCOC(=O)C1CCN(C(=O)Nc2ccc(Cl)cc2)CC1,1.8,0.9,3.0,14,99,-8,-13,-2,3,-8,-2.6
CC1=C([N+](=O)[O-])C(c2cccc(Br)c2)C2=C(N1)c1ccccc1C2=O (stereo unspecified),1.5,0.2,3.6,16,99,-6,-2,4,6,-1,-3.6
COc1cccc(C2c3[nH]c4ccccc4c3C[C@H]3C(=O)N(CCCOC(C)C)CC(=O)N23)c1 (stereo partly specified),-1.2,-1.7,1.2,-87,107,-11,-22,0,-25,-20,18*
O=C(NCCN1CCN(Cc2ccccc2)CC1)C1c2ccccc2C(=O)N2CCc3ccccc3C12 (stereo unspecified),-1.8,-1.6,1.8,-8,105,-1,-16,4,-4,-17,1.4
O=C1C2CCCN2C(=O)N1CCCCN1CCN(c2ccccc2)CC1 (stereo unspecified),-1.0,-0.9,2.4,13,93,-3,3,-1,-9,-13,-2.5
CC(=O)C1=C(O)C(=O)N(CCCO)C1c1ccccc1 (stereo unspecified),-3.9,0.2,0.2,13,99,-11,-9,-7,2,-2,-2.3
COc1ccc(CCN2C(=NC(C)=O)SC3CS(=O)(=O)CC32)cc1OC (stereo unspecified),2.1,0.0,0.5,18,95,7,398,-14,-8,12,-3.6
CS(=O)(=O)N(CC(=O)NC1CCCC1)Cc1ccc(F)cc1,2.5,3.6,2.2,15,106,-10,5,-3,1,6,-3.1
O=C(/C=C/c1ccc2c(c1)OCO2)NCc1ccc(F)cc1,-0.1,0.0,0.2,13,102,-12,-3,6,-1,3,-3.0
CCOC(=O)c1c(N2C(=O)C3C4C=CC(O4)C3C2=O)sc2c1CCCC2 (stereo unspecified),-1.2,-0.5,2.1,4,100,10,57,5,-1,46,-0.6
CC(C)n1cnnc1SCC(=O)NC(=O)c1ccccc1,0.2,0.5,3.4,15,112,-8,-16,-13,3,·,-2.2
Fc1ccc(COc2ccc(Br)cc2CNCc2ccncc2)cc1,0.1,-2.0,2.4,9,91,3,114,0,-3,·,-1.7
CCOC(=O)c1nn(-c2ccccc2)c(=O)cc1OCC(=O)Nc1cc(C)ccc1C,1.5,0.5,2.9,2,103,9,8,-3,3,·,-0.3
CCc1cc2c(=O)n(-c3ccccc3)cnc2s1,-0.8,2.9,-0.3,0,107,5,-9,4,-3,-14,-0.1
COc1cccc(C2c3c(-c4ccccc4)n[nH]c3C(=O)N2c2ccc(C(=O)O)cc2)c1 (stereo unspecified),-1.9,0.9,1.1,11,100,-2,-5,6,-1,0,-1.9
Cc1ccc(S(=O)(=O)NCC(=O)N2CCc3ccccc3C2)cc1,2.0,3.6,2.9,8,124,-5,8,-5,7,0,-1.7
Cc1cc(C)n2nc(SCC(=O)N3CCC(C(=O)O)CC3)nc2n1,-2.1,0.3,1.6,14,·,-5,-7,9,0,28,-2.8
Cc1ccc2c(c1)N(CC(=O)N1CCCc3ccccc31)C(=O)CO2,0.7,0.8,3.8,11,98,3,10,18,-6,10,-2.1
Cc1cccc(CN2CCCC(C(=O)c3ccc4c5c(cccc35)CC4)C2)n1 (stereo unspecified),-6.2,-5.0,-1.8,-28,102,-12,205,1,6,-4,5.7
CC(NCc1ccccc1O)C12CC3CC(CC(C3)C1)C2 (stereo unspecified),-1.9,-0.5,1.3,-23,100,4,48,0,4,-7,4.0
Cc1ccnc(NC(=O)c2ccc(COc3c(F)c(F)cc(F)c3F)o2)c1,-0.3,2.7,0.2,9,117,-10,10,11,-6,-8,-1.8
CN(C)c1cccc2c1c(NC(=O)c1ccc(Cl)cc1)nn2C,1.2,4.3,1.7,0,111,3,5,7,-2,1,0.0
COc1ccc(CN(C)Cc2cc(=O)n3ccsc3n2)c(OC)c1OC,1.7,4.6,1.0,7,102,-3,264,22,1,20,-1.4
NC(=O)C1CCN(C(=O)Cc2ccc(-c3ccccc3)cc2)CC1,-1.1,0.9,-0.4,-8,118,-3,6,17,-3,-16,1.0
CN(C)N1C(N)=C(C#N)C(c2ccccc2Cl)C2=C1CCCC2=O (stereo unspecified),-0.1,0.3,1.3,5,104,-1,18,-1,-4,-42,-1.1
CCOc1cc(/C=C2/NC(=O)N(CC(=O)Nc3cccc(C)c3)C2=O)ccc1OCC(N)=O,-1.2,4.4,3.5,4,50*,5,7,5,12,-4,-0.8
C=C1CCN([C@@H](CC(C)C)C(=O)NCc2ccc(OC)cc2)S(=O)(=O)c2ccccc21,-1.6,0.1,0.5,1,102,12,25,-5,0,·,-0.2
Oc1c(Br)cc(Br)cc1CNn1cnnc1,1.9,1.2,-0.2,18,98,0,-4,-18,9,0,-3.8
O=C1CCCN1CCCn1cnc2c([nH]c3ccc(F)cc32)c1=O,0.0,-0.5,2.1,-2,103,-4,4,24,-7,-13,0.3
COc1ccc(NC(=O)C(c2ccccc2)N2CCN(c3ccccn3)CC2)cc1Cl (stereo unspecified),-2.0,0.8,0.9,4,87,-4,755*,-3,-3,-12,-0.7
COC(=O)c1ccc(CSc2nc3ccccc3o2)cc1,-1.1,1.3,3.0,-8,103,3,1,-9,2,-9,1.4
CCn1ccc(=N)cc1,-2.2,2.1,-0.7,6,103,5,-4,-3,-7,·,-1.3
O=C(C[N+]1(CC#Cc2ccccc2)CCOCC1)c1ccc(Cl)cc1,-0.4,1.3,-2.6,33*,102,0,11,-14,-2,12,-6.1
COCCOC(=O)c1c(C)nc(SCC(=O)Nc2cccc3ccccc23)c(C#N)c1-c1ccco1,-1.0,3.5,1.5,19,100,4,1,23,2,1,-3.0
NC(=S)NNC(=O)Nc1ccc(Cl)c(Cl)c1,-0.3,2.5,1.9,13,·,7,3,9,0,8,-2.8
Cc1ccc(-n2c(C)cc(C3=NNC(=NC4CC4)SC3)c2C)cc1C,1.1,3.7,3.6,-28,107,-3,-2,·,8,-12,6.0
C#CCOCCOCCOCCNc1nc(N2CCN(C(=O)[C@H]([C@@H](C)CC)n3cc([C@@H](N)Cc4ccc(O)cc4)nn3)CC2)nc(N2CCN(C(=O)[C@H](Cc3cc4ccccc4[nH]3)n3cc([C@@H](N)CC(C)C)nn3)CC2)n1,-2.1,-0.2,·,22,112,0,-14,-40,9,10,-4.0
COc1ccc(-n2nnnc2SCC(=O)Nc2ccc3c(c2)OCCO3)c(OC)c1,0.7,1.1,2.5,8,101,-5,72,-3,-3,4,-1.4
Cc1cc2oc(C(=O)Nc3ccc(S(=O)(=O)Nc4onc(C)c4C)cc3)cc(=O)c2cc1Cl,-4.2,-0.1,-0.1,12,99,-13,101,13,3,22,-2.3
CC(Sc1nnc(N)s1)C(=O)Nc1nccs1 (stereo unspecified),-0.5,3.1,-1.3,7,·,-3,274,-11,-5,-8,-1.4
Cc1cccc(OCCn2nc(C(=O)O)c3ccccc3c2=O)c1,-1.5,3.1,0.9,8,107,-3,6,-1,10,2,-1.9
CCCCC1=NN(C(=O)c2ccncc2)C(O)(C(F)(F)F)C1 (stereo unspecified),0.2,0.0,2.7,·,95,·,17,-47,·,·,·
O=C(COC(=O)c1cccs1)Nc1nnc(-c2ccccc2)o1,-1.9,-2.1,-6.2,3,99,5,-31,10,-2,-6,-0.5
C=CCn1c(=S)[nH]c2cc(C(=O)Nc3ccc(OC)c(OC)c3)ccc2c1=O,-2.5,0.6,-1.1,-76,·,13,121,10,2,-12,10
OC(Cc1ccncc1)c1ccccc1Cl (stereo unspecified),·,·,3.5,5,94,5,·,-1,3,-19,-0.9
CCOc1ccccc1C(=O)NCC(=O)Nc1ncccc1C,0.6,3.1,1.2,5,118,-14,-5,14,-3,·,-1.0
COc1cc(/C=N/NC(=O)c2cc(O)cc(O)c2)ccc1OC(=O)c1ccccc1,·,·,-0.4,-45,106,-18,16,-5,32,-25,8.5
Cc1ccc(NS(=O)(=O)c2c(C(=O)N3CCCCCC3)c(C)n(C)c2C)cc1C,2.6,3.2,1.3,4,98,-1,-1,-3,-1,-1,-0.8
